SF-1 act = activators of human nuclear receptor SF-1. 65,000 tested, 1.9% active. activation, % at 10 µM. Q13285. CHO-K1 Gal4-SF-1 LBD luciferase reporter; % increase over DMSO SF-1-specific signal. AID 522;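 active = activation above the mean activation of all tested compounds plus 3 SD, cut at about 50% in these data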
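material = CHO-K1 cells with Gal4–hSF-1 LBD chimera plus Gal4-driven luciferase | compound = 10 µM single point, 1% DMSO | incubation = 20 h compound exposure at 37 °C after 1 h cell settling | measured by = SteadyLite luciferase luminescence | evaluation = percent activation relative to DMSO median and mock-transfected background | control set = DMSO negative control and −SF1 background wells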
Cdc25B inh = inhibitors of human Cdc25B phosphatase; recombinant Cdc25B, OMFP fluorescence Ex485/Em525; P30305; inhibition, %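 (compounds tested at 10 µM final in the well)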; AID 368; 65,000 tested, 0.1% active; in the data active = inhibition above about 50%
RORa activator = activates the human nuclear receptor RORA; P35398; CHO-K1 Gal4-RORA LBD luciferase reporter, luminescence; percent increase over mock-subtracted basal signal; activation, % at 10 µM; 65,000 tested, 1.5% active; AID 560;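 active = activation above the mean of all tested compounds plus 3 SD, cut at about 49% in these data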;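 also: 0% = DMSO-treated RORA cells and 100% = added signal equal to DMSO minus mock-transfected cells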
DUSP1 inh = blocks human MKP-1 phosphatase activity; recombinant MKP-1, OMFP hydrolysis fluorescence; 65,000 tested, 0.15% active; inhibition, %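 (compounds tested at a single concentration somewhere between 10 and 100 µM)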; AID 374; P28562;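 active = inhibition above about 50%, limit read from the data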;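 also: 0% = DMSO max control wells and 100% = wells with enzyme stopped by NaOH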
TNAP act DEA = activators of human TNAP at intermediate phosphate acceptor. purified TNAP, CDP-star luminescence, 100 mM DEA, 30 min; active compounds read high; scale: 0 levamisole-inhibited, 1 vehicle-only enzyme. P05186. 64,000 tested, under 10 active. activation factor at 20 µM;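 active = activation factor of at least 2 at 20 µM, relative to controls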
FXIIa mix inh = inhibitors of human coagulation factor XIIa, pooled mixtures; inhibition, % at 5 µM; AID 684; 62,000 tested, 0.2% active; purified FXIIa, fluorogenic substrate; in the data active = inhibition above about 20%, passing the limit was not always enough;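 also: 0% = enzyme without compound and 100% = no enzyme blank; some results filed as inactive read as strong as hits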
Target sequence (P00748 20-372 limits assumed): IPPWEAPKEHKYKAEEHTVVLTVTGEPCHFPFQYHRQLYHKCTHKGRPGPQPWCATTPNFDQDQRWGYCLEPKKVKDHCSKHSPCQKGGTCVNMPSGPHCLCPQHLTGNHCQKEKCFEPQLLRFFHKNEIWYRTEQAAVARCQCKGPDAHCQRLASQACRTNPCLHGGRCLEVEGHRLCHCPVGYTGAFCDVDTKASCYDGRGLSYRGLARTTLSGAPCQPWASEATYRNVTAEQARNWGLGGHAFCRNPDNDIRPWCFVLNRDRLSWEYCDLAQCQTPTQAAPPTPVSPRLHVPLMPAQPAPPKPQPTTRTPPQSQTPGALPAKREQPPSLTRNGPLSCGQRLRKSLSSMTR
Target sequence (P00748 373-615 limits assumed): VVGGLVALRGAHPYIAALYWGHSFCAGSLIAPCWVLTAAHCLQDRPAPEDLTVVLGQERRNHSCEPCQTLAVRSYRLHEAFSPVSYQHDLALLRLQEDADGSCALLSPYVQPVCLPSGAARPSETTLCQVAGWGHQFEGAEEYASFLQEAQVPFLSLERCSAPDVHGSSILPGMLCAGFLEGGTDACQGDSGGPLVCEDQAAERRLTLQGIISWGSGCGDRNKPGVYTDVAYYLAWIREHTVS
Hsp90 block = displaces geldanamycin probe from tumor Hsp90; NCI-N417 lysate Hsp90, Cy3B-geldanamycin FP displacement; inhibition, % at 30 µM; P07900; 64,000 tested, 0.35% active;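 active = inhibition above 50%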;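 also: 0% = tracer plus lysate wells and 100% = tracer alone without lysate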
HER2 expr 66K = lowers expression of human Her2 kinase; P04626; SKBR-3 HER2 protein level, AlphaScreen, 18-24 h; active compounds read low; HER2 level % of control, % at 10 µM; 65,000 tested, 0.69% active;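 active = HER2 level under 5% of the carrier-only control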;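 also: 100% = DMSO carrier and 0% = 500 nM PU-H71 HSP90 inhibitor; lower value means stronger loss of Her2 protein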
D1 allo mod = allosteric modulators of human D1 dopamine receptor; P21728; HEK293 D1, CRE-luciferase, dopamine EC30 potentiation; actives deviate in either direction; B-score at 10 µM; 58,000 tested, 5.9% active; AID 641;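 active = luminescence count or its row- and column-corrected plate score outside the 99.7% band of the plate's sample wells, on either side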
Target sequence (P21728 whole entry, looked up): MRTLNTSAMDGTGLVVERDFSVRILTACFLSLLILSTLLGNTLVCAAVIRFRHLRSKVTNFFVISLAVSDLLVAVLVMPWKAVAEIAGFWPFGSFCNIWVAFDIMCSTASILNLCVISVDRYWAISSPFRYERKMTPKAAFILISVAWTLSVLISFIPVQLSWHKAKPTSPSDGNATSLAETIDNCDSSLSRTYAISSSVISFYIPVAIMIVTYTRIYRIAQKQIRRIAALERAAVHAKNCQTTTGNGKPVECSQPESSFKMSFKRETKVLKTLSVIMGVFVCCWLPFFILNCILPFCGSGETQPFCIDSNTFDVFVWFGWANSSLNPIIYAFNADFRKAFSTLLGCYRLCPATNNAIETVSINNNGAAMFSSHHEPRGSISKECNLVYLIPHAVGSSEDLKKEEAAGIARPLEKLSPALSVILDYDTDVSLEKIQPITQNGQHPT
* = called active by the depositor; / = no result given.

SMILES	SF-1 act	Cdc25B inh	RORa activator	DUSP1 inh	TNAP act DEA	FXIIa mix inh	Hsp90 block	HER2 expr 66K	D1 allo mod
C=C(C)c1cccc(C(C)(C)NC(=O)N2CCN(CC)CC2)c1	10	-6	-14	-2	1	3	1	86	-1.7
COc1ccc(NC(=O)CN2CCN(CC(=O)Nc3ccc(OC)c(OC)c3)CC2)cc1	18	-4	-16	23	1	-16	-2	126	1.4
COc1cc(OC)cc(C(=O)N2CCN(C(=O)c3ccc(OC)c(OC)c3)CC2)c1	-13	-7	0	7	0.9	-20	1	103	14*
O=C(CN1CCN(CCC(=O)Nc2ccccc2F)CC1)Nc1ccc(F)cc1	5	-20	-8	1	0.9	-14	-4	98	-0.58
O=C(c1nc2nc(-c3ccc(Cl)cc3)cc(C(F)(F)F)n2n1)N1CCOCC1	-2	2	-18	-5	0.8	3	3	100	2.9*
O=C(CCc1ccccc1)Nc1ccc(NC(=O)c2ccco2)cc1	19	-10	4	-1	0.9	9	-3	87	-1.3
Cc1ccccc1N1C(=O)CC(N(O)c2ccccc2)C1=O (configuration not stated)	-5	5	-7	-9	1	15	30	116	-0.4
CCCn1nnc(NC(=O)c2ccccc2Cl)n1	13	-9	5	17	0.9	1	-1	108	1.1
COc1ccccc1N(CC(=O)Nc1ccccc1C(=O)NCC(C)C)S(C)(=O)=O	-8	2	-8	-2	1	2	-1	163	0.02
CCC(=O)Nc1ccc(NC(=O)CSc2nnnn2C(C)C)cc1	1	-11	-17	-4	0.8	1	-5	88	0.69
COc1ccc(-n2cc(-c3ccccc3)c3c(N4CCN(CCO)CC4)ncnc32)cc1	-3	-13	2	19	1	17	0	58	-1.7
CCOc1nc(-c2ccccc2)ccc1-c1noc(-c2ccco2)n1	12	-12	19	6	/	/	-7	18	-0.72
COc1cc(CCC(=O)OCn2nnc3ccccc3c2=O)cc(OC)c1OC	12	1	6	42	1	-1	-2	155	0.14
C=CCSc1n[nH]c(-c2ccc(OCCC)cc2)n1	55*	-2	62*	2	0.8	4	0	86	-0.53
O=C(c1ccccc1)N1CCN(C(=O)N2CCOCC2)CC1	/	-18	/	7	0.9	6	/	92	0.66
CCOc1ncccc1C(=O)Nc1ccc(-c2cn3ccsc3n2)cc1	-7	-7	-21	25	0.8	9	-1	54	-0.084
O=C(CCCOc1ccccc1)n1nnc2ccccc21	-11	1	-5	1	0.9	-2	-1	68	1.3
C#CC(CC)(CC)NC(=O)c1c(C)noc1C	-7	-2	2	2	0.9	2	/	141	0.037
CCN1CCN(C(=O)CS(=O)(=O)Cc2nc(-c3ccc(C)cc3)oc2C)CC1	-6	-7	3	-2	1	10	-1	88	/
COc1ccc(C(=O)N2CC3(C)CC2CC(C)(C)C3)cc1 (configuration not stated)	-10	-5	-3	1	0.9	10	-1	100	-0.27
CCCCOC(=O)Nc1ccc(C(=O)OCCC)cc1	20	-8	30	5	0.8	5	0	106	1.6
Cc1ccc(NC(=O)CSc2nnc(NC(=O)CN3CCOCC3)s2)cc1	2	-12	-26	-10	0.9	12	-1	95	-0.46
COc1ccc(N2C(=O)C(CC(=O)Nc3ccccc3)N(Cc3ccc4c(c3)OCO4)C2=O)cc1 (configuration not stated)	5	1	-17	9	1	-1	-1	119	-0.062
O=C1CC(O)(C(F)(F)F)Oc2c1ccc1ccccc21 (configuration not stated)	5	7	-4	7	0.9	0	1	118	-0.77
Cn1c(NCc2ccccc2O)nc2ccccc21	49	2	27	-2	1.1	8	-1	49	-0.17

Only RORa activator (4 entries from above):
| compound | RORa activator |
| --- | --- |
| COc1ccc(-n2cc(-c3ccccc3)c3c(N4CCN(CCO)CC4)ncnc32)cc1 | 2 |
| CCOc1nc(-c2ccccc2)ccc1-c1noc(-c2ccco2)n1 | 19 |
| COc1cc(CCC(=O)OCn2nnc3ccccc3c2=O)cc(OC)c1OC | 6 |
| C=CCSc1n[nH]c(-c2ccc(OCCC)cc2)n1 | 62* |

(cont.)
SMILES	SF-1 act	Cdc25B inh	RORa activator	DUSP1 inh	TNAP act DEA	FXIIa mix inh	Hsp90 block	HER2 expr 66K	D1 allo mod
COc1ccccc1-c1nnc(SCC(=O)NC2CCCCC2)o1	-36	-7	29	13	0.9	6	-1	73	-0.084
CCCCCN=Cc1c(C)[nH]n(-c2nc3ccccc3s2)c1=O	2	-1	0	15	1	13	-10	-20*	-1.2
Cc1nc2cc(NC(=O)NCc3ccco3)ccc2n1C	-1	2	9	6	0.9	6	-9	92	-0.53
Cn1c(=O)c2c(-c3ccccc3)n(Cc3ccccn3)cc2n(C)c1=O	-2	2	-5	-7	0.9	-2	-4	109	0.79
O=C(CSc1nc(O)cc(=O)[nH]1)N1CCCc2ccccc21	-6	-5	-26	-18	0.9	2	1	106	-0.044
CC(=O)N1CCCc2cc(S(=O)(=O)N3CCN(C4CCCCC4)CC3)ccc21	3	6	17	-8	1	-9	1	89	-0.031
Cc1nn(Cc2ccccc2Cl)c(C)c1C(=O)NC1=NCCS1	11	-12	-11	10	0.9	5	0	95	0.028
CCc1nnc(NC(=O)CSc2nnc3c4ccccc4n(C)c3n2)s1	-2	-4	-4	21	1	1	-11	65	2.4
CCOC(=O)c1sc2ncnc(OC)c2c1C	-7	1	7	9	0.9	4	-2	106	1.6
COc1ccccc1N1CCN(C(=O)c2cc(-c3cccc(Cl)c3)on2)CC1	-17	-8	1	3	0.9	4	1	84	0.076
Cc1cccc(Nc2nc(NCc3ccco3)nc(N3CCOCC3)n2)c1	-11	-8	-15	2	0.9	-14	1	71	-0.21
Cc1ccccc1C(C(=O)NCc1ccco1)N(CC1CCCO1)C(=O)Cn1nnc2ccccc21 (configuration not stated)	-7	-20	-2	-2	0.9	5	2	101	/
COC(=O)c1ccc(CSc2nnc3n(Cc4ccccc4OC)c(=O)c4ccccc4n23)o1	-1	-18	14	16	0.9	11	-7	81	/
CCOC(=O)c1c(C)c(C(=O)NCc2ccco2)c(C)n1Cc1ccccc1	8	-4	-3	11	1	0	-9	78	1.5
CC(C)OC(=O)CN1CCN(S(=O)(=O)c2cc(Cl)ccc2Cl)CC1	-4	-4	-21	-5	1	2	-3	103	-1.3
Cc1cc(NC(=O)COc2nnc(-c3ccccc3)c3ccccc23)no1	-6	0	5	8	1	-1	-1	76	5.5*
CCOC(=O)N1CCN(C(=O)CN(c2cccc(C(F)(F)F)c2)S(=O)(=O)c2ccccc2)CC1	-7	-13	7	12	1	-14	-2	96	/
CC(C)Nc1nc2n(c(=O)n1)CCN2C(C)C	-6	-14	28	3	1	-8	1	88	0.096
O=C(NC1(C(=O)NC2CCCCC2)CCCCC1)c1ccc2c(c1)OCO2	11	-9	-13	9	1	4	0	92	-1.1
CCOCN(C(=O)Cn1c(CO)nc2ccccc21)c1c(C)cccc1CC	-5	-8	-24	11	1	5	0	73	0.64
CCCCN(CCCNC(=O)c1c(C)cc(=O)oc1C)c1ccccc1	-13	2	10	33	0.9	5	0	77	-0.024
Cc1nn(-c2cccc(Cl)c2)c2c1C(c1cccnc1)C(C#N)=C(N)O2 (configuration not stated)	-6	7	-16	14	0.9	2	-1	113	-0.062
Cc1c(CN2CCN(c3cccc(C(F)(F)F)c3)CC2)c(=O)n(-c2ccccc2)n1C	11	-5	-1	3	1	0	-3	92	-2.7
Cc1ccc(-n2ncc3c(N4CCC(C(N)=O)CC4)ncnc32)c(C)c1	13	-1	-15	-9	0.9	/	2	92	/
Cc1ccc(C)n1-c1ccc(-c2nnc3n2CCCCC3)s1	3	-25	-4	1	1	5	0	110	-2
SMILES	SF-1 act	Cdc25B inh	RORa activator	DUSP1 inh	TNAP act DEA	FXIIa mix inh	Hsp90 block	HER2 expr 66K	D1 allo mod
COC(=O)c1cc(C(=O)CSc2nc(C)cc(C)n2)ccc1O	-11	-10	-15	7	1	-11	-1	99	1.3
Cc1cccn2cc(-c3ccccc3)nc12	1	4	76*	10	0.9	-20	0	106	-5
COC(=O)CNC(=O)C1CCCN1C(=O)OC(C)(C)C (configuration not stated)	0	-1	-5	12	1	11	-3	108	0.56
OC(Cn1cccn1)c1ccccc1 (configuration not stated)	-18	-12	9	-12	1	4	0	124	0.27
O=C(Nc1ccc(Cl)cc1)c1ccncc1	/	-16	/	8	1	2	/	215	-0.54
Cc1nnc(SCC(=O)NC(C)(C)C)n1CCc1ccccc1	6	-16	-12	-12	0.9	-21	-5	98	-1.6
CN(C)c1nc(OCCOC(=O)Nc2ccc(Cl)cc2Cl)nc(N(C)C)n1	-10	-9	-4	-8	0.8	1	-2	69	/
O=C(CN1C(=O)NC2(CCCCC2)C1=O)Nc1ccc(S(=O)(=O)N2CCOCC2)cc1	-17	1	-18	-5	0.9	9	1	88	1.6
Nc1c(C(=O)NC2CCCC2)sc2nc(-c3cccs3)ccc12	60*	-14	20	0	0.9	8	-7	78	0.46
Cc1ccc(C(C)C)c(OCC(=O)OCc2c(C)noc2C)c1	1	-31	-13	3	0.9	11	-1	105	0.00063
COCCCN(Cc1ccccn1)S(=O)(=O)Cc1ccccc1	17	-19	8	4	1	-2	-2	74	-0.17
c1ccc(-n2ncc3c(NCc4cccnc4)ncnc32)cc1	41	-17	52*	4	1	0	0	73	/
COc1ccc(-c2nn3c(-c4ccccc4)nnc3s2)cc1	-12	5	-9	3	1	4	1	113	5.5*
COC(=O)C1=C(C)N(c2ccc(C(=O)OC)cc2)C(=O)C1	-1	-1	-13	10	0.9	7	-9	125	0.51
CCn1c(SCC(=O)Nc2ccccc2N2CCCCC2)nc2c1c(=O)n(C)c(=O)n2C	3	-4	-15	3	0.9	6	1	77	3.9*
c1ccc2c(c1)CCN(CCCNc1nc3ccccc3n3cnnc13)C2	16	-1	5	8	1	3	-3	84	-0.86

4 entries from above, ordered by their value in D1 allo mod, rising:
SMILES	Cdc25B inh	DUSP1 inh	TNAP act DEA	FXIIa mix inh	HER2 expr 66K	D1 allo mod
COCCCN(Cc1ccccn1)S(=O)(=O)Cc1ccccc1	-19	4	1	-2	74	-0.17
COC(=O)c1cc(C(=O)CSc2nc(C)cc(C)n2)ccc1O	-10	7	1	-11	99	1.3
O=C(CN1C(=O)NC2(CCCCC2)C1=O)Nc1ccc(S(=O)(=O)N2CCOCC2)cc1	1	-5	0.9	9	88	1.6
COc1ccc(-c2nn3c(-c4ccccc4)nnc3s2)cc1	5	3	1	4	113	5.5*

Entries of single compounds from above. Screens in order: SF-1 act | Cdc25B inh | RORa activator | DUSP1 inh | TNAP act DEA | FXIIa mix inh | Hsp90 block | HER2 expr 66K | D1 allo mod
Shown for CCn1c(SCC(=O)Nc2ccccc2N2CCCCC2)nc2c1c(=O)n(C)c(=O)n2C = 3 | -4 | -15 | 3 | 0.9 | 6 | 1 | 77 | 3.9*
Shown for O=C(Nc1ccc(Cl)cc1)c1ccncc1 = / | -16 | / | 8 | 1 | 2 | / | 215 | -0.54
Shown for OC(Cn1cccn1)c1ccccc1 (configuration not stated) = -18 | -12 | 9 | -12 | 1 | 4 | 0 | 124 | 0.27
Shown for Cc1ccc(C(C)C)c(OCC(=O)OCc2c(C)noc2C)c1 = 1 | -31 | -13 | 3 | 0.9 | 11 | -1 | 105 | 0.00063
Shown for Nc1c(C(=O)NC2CCCC2)sc2nc(-c3cccs3)ccc12 = 60* | -14 | 20 | 0 | 0.9 | 8 | -7 | 78 | 0.46

Assay outcomes deposited in PubChem BioAssay by several laboratories.

Compounds as they come; about 8.9% have a hit in one of these screens.
